# FBPA coupling cs = coupling enzyme interference in Giardia aldolase counter-screen. 290,000 compounds, 0.67% hits. activity change, negative = inhibition, % at 58.2 µM, hits read low. coupling enzyme system counterscreen, AmpLite Red fluorescence; in the data active = activity change below about -30%; also: % is scaled to controls: 0 for no effect and ±100 for the full control effect
#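 First, compound is pin-transferred into glyceraldehyde-3-phosphate coupling-enzyme reagent at 57.5 uM final and held 10 min at RT. Next, substrate, coupling system and AmpLite Red are added. After 20 min RT, fluorescence (525/598 nm) is read.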
# Menin MLL FP TR = inhibitors of human menin-MLL interaction, mutant MLL peptide. O00255. Menin + Texas Red MLL mutant peptide, fluorescence polarization. Potency, µM (titrated, usually from 61.6 µM), for inactives: at the top dose FP activity change, negative = inhibition, usual class: inhibitors. 270,000 compounds, 0.23% hits. AID 1768; active = well fitted inhibition curve with a large enough effect in the polarisation, with a control signal flat, not every such curve was filed as active; inconclusive = small, poorly fitted or top-dose-only effect, or effect the other way, or a change in a side signal; inactive = no such curve, though single readings can be large or run the other way; the % refers to the polarisation; also: potency is read from the fitted curve at half-maximal effect; % of control where 0% means no effect; many of its hits are not listed in these tables
# Target sequence (O00255 whole entry, looked up): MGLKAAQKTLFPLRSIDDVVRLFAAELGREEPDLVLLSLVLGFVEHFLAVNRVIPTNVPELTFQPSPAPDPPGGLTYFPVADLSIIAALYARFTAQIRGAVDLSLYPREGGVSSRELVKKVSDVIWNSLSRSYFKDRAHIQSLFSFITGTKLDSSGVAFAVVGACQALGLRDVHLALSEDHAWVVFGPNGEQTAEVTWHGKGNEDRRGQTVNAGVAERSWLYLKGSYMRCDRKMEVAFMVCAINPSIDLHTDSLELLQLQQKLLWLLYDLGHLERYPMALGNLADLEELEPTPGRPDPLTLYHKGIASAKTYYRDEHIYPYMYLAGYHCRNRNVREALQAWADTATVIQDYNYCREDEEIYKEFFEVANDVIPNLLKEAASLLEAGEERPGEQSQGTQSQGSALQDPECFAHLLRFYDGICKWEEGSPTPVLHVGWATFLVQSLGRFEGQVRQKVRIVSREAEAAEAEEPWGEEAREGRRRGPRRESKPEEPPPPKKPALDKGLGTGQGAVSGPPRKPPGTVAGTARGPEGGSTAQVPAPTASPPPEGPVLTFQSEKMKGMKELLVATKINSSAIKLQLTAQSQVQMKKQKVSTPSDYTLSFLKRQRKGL
# MLL CXXC-DNA inh = inhibitors of human MLL CXXC domain-DNA interaction; AID 2662; Q03164; 290,000 compounds, 0.037% hits; Potency, µM (titrated, usually from 115 µM), for inactives: at the highest dose activity change, negative = inhibition, hits mostly inhibitors; MLL-CXXC / FITC-HOXA9 DNA fluorescence polarization; active = well fitted inhibition curve with a large enough effect in the polarisation, with a control signal flat, not every such curve was filed as active; inconclusive = small, poorly fitted or top-dose-only effect, or effect the other way, or a change in a side signal; inactive = no such curve, though single readings can be large or run the other way; the % refers to the polarisation; also: potency is read from the fitted curve at half-maximal effect
#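 Fluorescence polarization: 7 uM MLL-CXXC (stock) preincubated 5 min with compounds, then 50 nM fluorescein-HOX-A9 DNA (stock) added; 30 min ambient. Buffer 50 mM Tris-HCl pH 7.5, 50 mM NaCl, 1 mM DTT, 0.05% BSA.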
# Giardia killer = kills Giardia lamblia; Giardia lamblia trophozoite viability; activity change, % at 7.66 µM, hits read low; 340,000 compounds, 0.15% hits; AID 540267; in the data active = activity change below about -80%; inconclusive = between about -30% and that limit;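 also: parasites exposed to compound for two days anaerobically before the ATP read; % is scaled to controls: 0 for no effect and ±100 for the full control effect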
#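 Media and compound were dispensed first, then trophozoites at 100 cells/well; plates sat 48 hrs at 37 deg C without oxygen before ATP luminescence reagent was added and read after 15-30 min at room temperature.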
# * marks the source's active call; other numbers are inactive results; i = inactive; ? = inconclusive; . = not tested or not shown; & = joins results of further samples; [ ] = dose if it differs, or a comment.
# Every second line gives: FBPA coupling cs	Menin MLL FP TR	MLL CXXC-DNA inh	Giardia killer
CCOC(=O)c1cnc2c(cnn2CC)c1NN=C(C)C
 : 0	?	2%	.
Cc1ncc(CO)c(C=O)c1O
 : 0&3&4	-5%	-1%	.
CCOC(=O)[C@H](CCc1ccccc1)N[C@@H](C)C(=O)N1[C@H](C(=O)O)C[C@H]2CCCC[C@@H]21
 : 0	15%	-1%	.
Cc1cccc(C)c1NC(=O)[C@H](C)N
 : 0	4%[24.8 µM]	-4%[51.4 µM]	.
C[C@H]1C[C@@H]2[C@@H]([C@@H](O)C[C@@]3(C)[C@H]2CC[C@]3(O)C(=O)CO)[C@@]2(C)C=CC(=O)C=C12
 : 3	-20%[24.8 µM]	-9%[51.4 µM]	.
COc1c(C)c2c(c(O)c1CC=C(C)CCC(=O)OCCN1CCOCC1)C(=O)OC2
 : 1	-12%	-5%	.
C=CC1(C)CC(=O)C2(O)C(C)(O1)C(OC(C)=O)C(O)C1C(C)(C)CCC(O)C12C (stereo not drawn)
 : 2	1%&7%	2%	.
CO/N=C(/C(=O)NC1C(=O)N2C(C(=O)O)=C(CSc3nc(=O)c(O)nn3C)CSC12)c1csc(N)n1 (stereo not drawn)
 : 0&1	7%&-4%	11%	.
CC1(C)O[C@@H]2C[C@H]3[C@H]4C[C@H](F)C5=CC(=O)CC[C@]5(C)[C@@H]4[C@H](O)C[C@]3(C)[C@]2(C(=O)CO)O1
 : 0	5%[24.8 µM]	-9%[51.4 µM]	.
N[C@@H]1C(O)OC(CO)C(O)C1O (stereo partly drawn)
 : 4	14%	7%	.
C[C@@H]1Cc2ccccc2N1NC(=O)c1ccc(Cl)c(S(N)=O)c1 (stereo partly drawn)
 : 2	2%[24.8 µM]	-7%[51.4 µM]	.
CC1(COc2ccc(CC3SC(=O)NC3=O)cc2)CCCCC1 (stereo not drawn)
 : 4	?	-19%	.
CC[C@H](NC(C)C)[C@H](O)c1ccc(O)c(O)c1
 : -36*	8%[24.8 µM]	-6%	.
CCN1CCCC1=O
 : -3	-5%&-3%	5%	.
COc1ccnc(CS(=O)c2nc3ccc(OC(F)F)cc3[nH]2)c1OC (stereo not drawn)
 : 2	-22%	-8%	.
OCC(O)C(O)C(O)CO (stereo not drawn)
 : 0&0	-2%&1%	-2%	.
NCCNC(=O)c1ccc(Cl)cc1
 : 3	?	-5%	.
O=C1C(CCC(O)c2ccc(F)cc2)C(c2ccc(O)cc2)N1c1ccc(F)cc1 (stereo not drawn)
 : -3	22%	0%	.
O=C(NC(Cc1cc(=O)[nH]c2ccccc12)C(=O)O)c1ccc(Cl)cc1 (stereo not drawn)
 : 0	-5%	5%	.
CC(C)(C)NCC(O)c1ccc(O)c(CO)c1 (stereo not drawn)
 : 4&2	0%&13%&-4%&-1%&-3%	-10%&0%	.
C=CCCCCCCCCC(=O)O
 : 1	10%	-2%	.
Clc1ccc(CC[C@H](Cn2ccnc2)Sc2c(Cl)cccc2Cl)cc1
 : 1	-1%[24.8 µM]	6%[51.4 µM]	.
CC1CC(OC(=O)C(O)c2ccccc2)CC(C)(C)C1 (stereo not drawn)
 : 0	6%	-3%	.
COc1ccc(/C=C/C(=O)OCCC(C)C)cc1
 : 2	-8%	-1%	.
C[C@@H]1O[C@H](O[C@@H]2\C=C/C=C\C=C/C=C\C[C@H](C)OC(=O)/C=C\[C@H]3O[C@@H]3C[C@H](O)C[C@]3(O)C[C@@H](O)[C@@H](C(=O)O)[C@H](C2)O3)[C@@H](O)[C@H](N)[C@@H]1O (stereo in doubt)
 : -1	-8%[24.8 µM]	5%	.
O=C(O)c1ccc(NC(=O)[C@H](Cc2ccc(O)cc2)NC(=O)c2ccccc2)cc1
 : 1	-10%&-3%	-1%	.
CCCCCCCCCCCC(CC1OC(=O)C1CCCCCC)OC(=O)C(CC(C)C)NC=O (stereo not drawn)
 : -4	-28%	-5%	.
Nc1ccc2c3c(cccc13)C(=O)NC2=O
 : 2	?	?	.
C=CC1=C(C(=O)O)N2C(=O)[C@@H](NC(=O)/C(=N\OCC(=O)O)c3csc(N)n3)[C@@H]2SC1
 : 0	-3%[24.8 µM]	-6%[51.4 µM]	.
Cc1cc(OI)c(C(C)C)cc1-c1cc(C(C)C)c(OI)cc1C
 : -7&-8	6%&12%	-8%	.
Cc1c2oc3c(C)ccc(C(=O)N[C@@H]4C(=O)N[C@H](C(C)C)C(=O)N5CCC[C@H]5C(=O)N(C)CC(=O)N(C)[C@@H](C(C)C)C(=O)O[C@@H]4C)c3nc-2c(C(=O)N[C@@H]2C(=O)N[C@H](C(C)C)C(=O)N3CCC[C@H]3C(=O)N(C)CC(=O)N(C)[C@@H](C(C)C)C(=O)O[C@@H]2C)c(N)c1=O
 : -36*	-3%&-20%	?	.
Nc1ccc(-c2nc3ccc(-c4nc5ccc(N)cc5[nH]4)cc3[nH]2)cc1
 : 1&-5	?	?	.
O=C1NS(=O)(=O)c2ccccc21
 : 0	-5%&-3%	?	.
CC1(C)CC1C(=O)N/C(=C/CCCCSCC(N)C(=O)O)C(=O)O (stereo not drawn)
 : 4	-13%	-3%	.
CC(S)C(=O)NCC(=O)O (stereo not drawn)
 : 0	0%	7%	.
OCCN1CCN(CCCN2c3ccccc3C=Cc3ccccc32)CC1
 : 4	-10%&-3%	4%&12%	.
CC(C)CC1NC(=O)C(CCCN)NC(=O)C(C(C)C)NC(=O)C2CCCN2C(=O)C(Cc2ccccc2)NC(=O)C(CC(C)C)NC(=O)C(CCCN)NC(=O)C(C(C)C)NC(=O)C2CCCN2C(=O)C(Cc2ccccc2)NC1=O (stereo not drawn)
 : 2	3%	-2%	.
C[C@@H]1CCC2[C@@H](C)[C@@H](O)O[C@@H]3O[C@@]4(C)CC[C@@H]1[C@@]23OO4 (stereo partly drawn)
 : 6	-21%	3%	.
N=c1nc(-c2ccccc2)n(-c2ccccc2)s1
 : .	.	.	14
O=C(NCCc1nc2ccccc2n1CCOc1ccccc1)C1CCCCC1
 : .	.	.	60[activator]
CCc1ccc(OCCCCn2c(CCNC(=O)C3CCCCC3)nc3ccccc32)cc1
 : .	.	.	-2
O=C(Nc1ccc([N+](=O)[O-])cc1Cl)c1cc(Cl)cc(Cl)c1O
 : .	.	.	-3
CC1(C)c2[nH]c3ccccc3c2C[C@@H]2C(=O)N(Cc3ccccc3Cl)C(=O)N21
 : .	.	.	2
Cc1ccccc1OCC(=O)NCC(=O)OCC(=O)c1ccc2c(c1)CCCC2
 : .	.	.	-5
COc1ccc(C2Nc3ccccc3C(=O)N2Cc2ccccc2)cc1COc1ccc([N+](=O)[O-])c(C)c1 (stereo not drawn)
 : .	.	.	27
O=S(=O)(c1ccccc1Cl)N1CCN(c2nc(-c3cccs3)nc3ccccc23)CC1
 : .	.	.	-5&4
CC/C=C1/N=C2C(=O)N(C)C(=O)N=C2N(C)N1
 : .	.	.	-88*
COCCNC(=O)C1Nc2ccc(C(F)(F)F)cc2C2C=CCC12 (stereo not drawn)
 : .	.	.	-9
OCC[C@H]1C[C@@H](O)[C@H](O)[C@]2(CCCO2)O1
 : .	.	.	-18
OCCNc1nc(Nc2ccccc2Cl)nc(N2CCCC2)n1
 : .	.	.	30
CN(CCCN(Cc1ccc(Cl)cc1)c1ccc(Br)cn1)C(=S)NCCCc1cnc[nH]1
 : .	.	.	-6
COc1ccc2c(c1OC)C(=O)N1c3ccccc3C(=O)N(Cc3ccco3)C21 (stereo not drawn)
 : .	.	.	5
O=C(COC(=O)CNC(=O)C1CCCCC1)NC1CC1
 : .	.	.	55[activator]
CC(=O)NCCCc1ccc(C(=O)COC(=O)CNC(=O)c2ccc3ccccc3c2)cc1
 : .	.	.	-24
CC(=O)Nc1nc(-c2ccccc2)c(-c2ccccc2)s1
 : .	.	.	21
CC(=O)N(c1ccc(Cl)cc1)C1SC(=O)N(c2ccccc2)C1=O (stereo not drawn)
 : .	.	.	-8
CC1(C)OC(=O)C2(Cc3ccccc3N3CCC(c4ccccc4)CC32)C(=O)O1 (stereo not drawn)
 : .	.	.	-14
NCCN1CCN(CC(=O)N2c3ccccc3C(=O)Nc3cccnc32)CC1
 : .	.	.	-18
O=C(NCCCc1cnc[nH]1)NCCCN(Cc1ccc(Cl)cc1)c1ccc(Br)cn1
 : .	.	.	3
COc1ccc(-c2sc(N)nc2-c2ccccc2)cc1
 : .	.	.	6

# Single records (already shown). Values in the order: FBPA coupling cs | Menin MLL FP TR | MLL CXXC-DNA inh | Giardia killer
# CC/C=C1/N=C2C(=O)N(C)C(=O)N=C2N(C)N1 is listed with . | . | . | -88*
# CC1(C)c2[nH]c3ccccc3c2C[C@@H]2C(=O)N(Cc3ccccc3Cl)C(=O)N21 is listed with . | . | . | 2
# O=C(Nc1ccc([N+](=O)[O-])cc1Cl)c1cc(Cl)cc(Cl)c1O is listed with . | . | . | -3
# COc1ccc(C2Nc3ccccc3C(=O)N2Cc2ccccc2)cc1COc1ccc([N+](=O)[O-])c(C)c1 (stereo not drawn) is listed with . | . | . | 27
# NCCN1CCN(CC(=O)N2c3ccccc3C(=O)Nc3cccnc32)CC1 is listed with . | . | . | -18

# Later entries.
# Every second line gives: FBPA coupling cs	Menin MLL FP TR	MLL CXXC-DNA inh	Giardia killer
Cc1cccc(-c2nn(-c3ccccc3)cc2CNCCO)c1
 : .	.	.	17
O=C(CNC(=O)C1CCCCC1)OCC(=O)c1ccc2c(c1)CCC2
 : .	.	.	6
CC(C)(C)C(=O)OCCNc1nc(-c2cccs2)nc2ccccc12
 : .	.	.	-29
Cc1ccc(-c2nc3ccccn3c2Nc2ccccc2C)o1
 : .	.	.	1
CC1CCCCN1C(=O)COC(=O)c1ccc(S(C)(=O)=O)c([N+](=O)[O-])c1 (stereo not drawn)
 : .	.	.	-12
Cc1ccc(Nc2nc(NCc3ccco3)nc3nccnc23)cc1
 : .	.	.	-4
Cn1cnc2c(NCc3ccccc3)nc(Cl)nc21
 : .	.	.	7
O=C(Nc1nnc(-c2ccccc2)s1)C1CCCN(C(=O)c2ccoc2)C1 (stereo not drawn)
 : .	.	.	6
CC(=O)c1ccc(S(=O)(=O)N2CCN(c3nc(-c4cccs4)nc4ccccc34)CC2)cc1
 : .	.	.	-13
COc1ccc(C2NC(c3ccc4c(c3)OCO4)=CC(c3ccccc3O)N2)cc1OC (stereo not drawn)
 : .	.	.	-15
CCOc1ccccc1N1C(=O)c2ccccc2N/C1=C\N1CCN(C(=O)c2ccco2)CC1
 : .	.	.	17
Cc1cccc2cc(CN(Cc3ccccc3)Cc3nnnn3Cc3ccccc3)c(=O)[nH]c12
 : .	.	.	-24
O=S(=O)(c1ccc(OC(F)(F)F)cc1)N1CCN(c2nc(-c3ccccc3)nc3ccccc23)CC1
 : .	.	.	-22
CCc1ccc2[nH]c(=O)c(CN(Cc3ccccc3)Cc3nnnn3Cc3ccccc3)cc2c1
 : .	.	.	-9
Cc1ccc(S(=O)(=O)c2cnc(-c3ccccc3)[nH]c2=O)cc1
 : .	.	.	9
O=S(=O)(c1ccc(F)cc1)N1CCN(c2nc(-c3cccs3)nc3cc(Cl)ccc23)CC1
 : .	.	.	-4
COc1ccc(Nc2c(-c3ccc(C)o3)nc3ccccn23)cc1
 : .	.	.	3
CCCN1CNc2c(c(=O)[nH]c(=S)n2CCc2cccc(C)c2C)C1
 : .	.	.	-10
CCCN1CNc2c(c(=O)[nH]c(=S)n2CCc2cc(Cl)cc(Cl)c2)C1
 : .	.	.	i
O=c1c2ccccc2sc2ccc(C#CC3(O)CCCCC3)cc12
 : .	.	.	?
O=C1c2ccccc2NC(c2ccc(OCc3ccccc3)c(OCc3ccccc3)c2)N1Cc1ccco1 (stereo not drawn)
 : .	.	.	-18
O=S(=O)(c1ccccc1C(F)(F)F)N1CCN(c2nc(-c3cccs3)nc3ccccc23)CC1
 : .	.	.	3
c1ccc(Nc2nc(NCc3ccco3)nc3nccnc23)cc1
 : .	.	.	-9
O=S(=O)(Cc1ccccc1)N1CCN(c2nc(-c3cccs3)nc3ccccc23)CC1
 : .	.	.	3
OCCNc1nc(Nc2ccccc2O)nc(N2CCCC2)n1
 : .	.	.	-1
N#CN=c1snc(-c2ccccc2)n1-c1ccc(Br)cc1
 : .	.	.	18
O=C(NCCc1nc2ccccc2n1CCOc1ccc2ccccc2c1)C1CCCCC1
 : .	.	.	1

# Some of the compounds tested; count on the stated rates, not on these rows.
